Compound activity (PubChem)
Nrf2 inh – inhibitors of Nrf2 signaling. actives 2.1% (n = 360,000). A549 ARE-Fluc reporter, luciferase luminescence, 18-24 h. Potency, µM (series often up to 46 µM), inactives show at the top dose activity change, negative = inhibition, usual class: inhibitors. AID 504444; also: potency is read from the fitted curve at half-maximal effect; % is scaled to controls: 0 for no effect and ±100 for the full control effect; nearly all actives have a fitted effect of over 60% in size
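Cells were seeded and rested 2 h, then exposed to compounds for 18-24 h. CellTiter-Fluor was read first as a viability measure. BugLite was added 15 min before the final luminescent read of ARE-luciferase activity in A549 cells.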
Akt phos inh – Akt phosphorylation inhibition. Neuro2A IGF-stimulated pAkt S473 HTRF, 20 min; hits give low values. activity change, % for hits at 50 µM. actives 0.32% (n = 360,000); in the data active = activity change below about -80%; inconclusive = mostly about -51% to -80%; also: % is scaled to controls: 0 for no effect and ±100 for the full control effect
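Single-point screen (50 µM final compound) in Neuro2A cells stimulated 20 min with 6 nM IGF at 37 deg C. After lysis, Ser473-phosphorylated Akt read by HTRF (ex 330 nm, em 615/665 nm) as the 665/615 ratio.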
EPAC2 antag – antagonists of human EPAC2 | Q8WZA2 | EPAC2 GEF exchange of Rap1B-BODIPY-GDP, fluorescence | Potency, µM (doses to about 114 µM), without a hit: at the top dose activity, negative = inhibition, hits mostly inhibitors | actives 0.18% (n = 360,000); also: potency is read from the fitted curve at half-maximal effect; % is scaled to controls: 0 for no effect and ±100 for the full control effect; nearly all actives have a fitted effect of over 45% in size; many of its hits are not listed in these tables
Target sequence (Q8WZA2 whole entry, looked up): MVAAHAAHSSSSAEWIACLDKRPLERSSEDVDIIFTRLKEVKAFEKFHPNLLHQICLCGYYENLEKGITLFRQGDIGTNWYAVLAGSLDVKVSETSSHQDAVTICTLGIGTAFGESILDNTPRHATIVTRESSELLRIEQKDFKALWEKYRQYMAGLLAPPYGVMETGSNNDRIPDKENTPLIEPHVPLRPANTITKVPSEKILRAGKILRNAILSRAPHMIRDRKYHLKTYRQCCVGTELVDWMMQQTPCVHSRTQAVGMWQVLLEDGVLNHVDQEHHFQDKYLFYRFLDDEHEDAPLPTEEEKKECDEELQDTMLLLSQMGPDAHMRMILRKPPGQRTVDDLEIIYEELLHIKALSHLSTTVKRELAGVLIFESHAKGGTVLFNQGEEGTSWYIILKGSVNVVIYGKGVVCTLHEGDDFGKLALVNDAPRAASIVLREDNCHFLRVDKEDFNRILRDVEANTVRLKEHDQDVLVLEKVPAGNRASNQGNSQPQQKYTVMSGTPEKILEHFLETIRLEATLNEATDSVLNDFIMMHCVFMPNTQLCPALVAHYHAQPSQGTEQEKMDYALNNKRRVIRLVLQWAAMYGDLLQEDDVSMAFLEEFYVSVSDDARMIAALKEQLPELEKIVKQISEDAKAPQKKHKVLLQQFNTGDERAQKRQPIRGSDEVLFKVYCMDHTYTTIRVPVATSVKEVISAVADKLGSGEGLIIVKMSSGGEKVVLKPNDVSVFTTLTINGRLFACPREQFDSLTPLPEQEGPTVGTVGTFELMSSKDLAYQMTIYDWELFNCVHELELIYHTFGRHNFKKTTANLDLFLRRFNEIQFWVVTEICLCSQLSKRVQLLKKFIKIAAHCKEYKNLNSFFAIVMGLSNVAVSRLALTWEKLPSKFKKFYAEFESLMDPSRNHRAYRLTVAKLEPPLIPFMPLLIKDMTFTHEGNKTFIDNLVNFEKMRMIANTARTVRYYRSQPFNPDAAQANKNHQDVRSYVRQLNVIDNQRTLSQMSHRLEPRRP
TGFb SMAD3 inh – inhibitors of TGF-b signaling. HepG2 CAGA-GFP TGF-b/SMAD3 reporter, GFP fluorescence, 18 h; TGF-beta stimulated, 500 pg/mL final. Potency, µM (titrated, usually from 46.1 µM), for inactives: top-dose activity, negative = inhibition, hits mostly inhibitors. actives 1.2% (n = 410,000). AID 588855; also: potency is read from the fitted curve at half-maximal effect; % is scaled to controls: 0 for no effect and ±100 for the full control effect; nearly all actives have a fitted effect of over 65% in size
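Cell-based qHTS in HEPG2 carrying a CAGA-GFP Smad reporter; compounds added before 500 pg/mL final TGF-beta, 18 h incubation at 37 degrees C, GFP fluorescence quantified per cell by imaging cytometry.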
EPAC2 ag – EPAC2 (human) agonism | EPAC2 activation, biochemical qHTS; response scale: 100% = 6.5 mM cAMP response | Potency, µM (doses to about 154 µM), for the others: at the highest dose activation, actives largely listed as activators | Q8WZA2 | actives 0.079% (n = 360,000); also: potency is read from the fitted curve at half-maximal effect; nearly all actives have a fitted effect of over 50% in size
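Each well held 100 nM EPAC2, 250 nM RAP1B-BODIPY-GDP and 50 uM GDP. Fluorescence, read at 5-min intervals to 30 min, was referenced to a 6.5 mM cAMP positive control.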
Nrf2 ARE act – Nrf2 pathway activation. Potency, µM (top dose mostly 46.1 µM), inactives show at the highest dose activation, hits mostly activators. AID 624171. AREc32 ARE-luciferase reporter (MCF7-derived line), luminescence, 24 h. actives 0.31% (n = 410,000); also: potency is read from the fitted curve at half-maximal effect; % of control where 0% means no effect; nearly all actives have a fitted effect of over 65% in size
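ARE activation measured as luciferase luminescence (Steady-Glo, 30 min RT) in AREc32_Fluc cells after 24 hr compound exposure at 37 deg C, 5% CO2; cells seeded overnight at 1000/well in OPTI-MEM, 5% FBS.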
A549 viability – kills or reduces viability of A549 cells in Nrf2 counter-screen; A549 ARE-Fluc cells, CellTiter-Fluor viability, 18-24 h; Potency, µM (series often up to 46 µM), for the others: at the highest dose activity change, negative = cytotoxicity, usual class: inhibitors; actives 0.16% (n = 390,000); also: potency is read from the fitted curve at half-maximal effect; % is scaled to controls: 0 for no effect and ±100 for the full control effect
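A549 ARE-Fluc cells in 5% FBS OPTI-MEM, 5000 cells/well, rested 2 h then exposed to compounds in concentration-response for 18-24 h at 37 °C. Viability by CellTiter-Fluor fluorescence (Ex 405/Em 525) after 30 min; luciferase luminescence (BugLite, 15 min, RT) read afterwards.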
CCT modulator – cytosolic chaperonin activity modulation. purified chaperonin ATPase assay, HTRF ADP detection, 30 min. activity change, % (concentration not given with the values), hits read low. actives 0.3% (n = 360,000); in the data active = activity change below about -30%; also: % is scaled to controls: 0 for no effect and ±100 for the full control effect
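TRiC (40 or 20 nM final, by batch activity) in 30 mM Tris pH 7.4, 100 mM KCl, 5 mM MgCl2, 1 mM DTT was treated with compound at 76 uM single dose, then 10 uM ATP, 30 min at 37 °C. ADP was read by HTRF Transcreener.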
Mm-Cpn inhibitor – M. maripaludis TRiC chaperonin inhibition; purified Mm-Cpn ATPase, ADP Transcreener TR-FRET; AID 504842; Potency, µM (top dose mostly 76.9 µM), for inactives: top-dose activity, negative = inhibition, actives largely listed as inhibitors; actives 0.031% (n = 330,000); also: potency is read from the fitted curve at half-maximal effect; % is scaled to controls: 0 for no effect and ±100 for the full control effect; nearly all actives have a fitted effect of over 80% in size
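Purified archaeal chaperonin (25 nM final) was preincubated with compound for 10 min at 37°C, then ATP (10 uM final) was added for 30 min at 37°C in Tris pH 7.4/KCl/MgCl2/DTT buffer. ADP was quantified by HTRF Transcreener TR-FRET.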
Numbers without * were called inactive; i = inactive; ? = inconclusive; nt = no result given; [ ] = remark or other dose. Unless noted, calls follow the shape of the dose curve; as a rule, active = well fitted curve in the direction sought with a large enough effect; inconclusive = small, poorly fitted or top-dose-only effect, or another doubt; inactive = no such curve, though single readings can be large; an effect the other way counts as inactive or inconclusive. These rows are one share of the data; count on the stated rates, not on these rows.

Structure,TGFb SMAD3 inh,EPAC2 antag,Mm-Cpn inhibitor,A549 viability,Akt phos inh,CCT modulator,EPAC2 ag,Nrf2 inh,Nrf2 ARE act
O=C(Nc1ccc2c(c1)CCC2)c1ccc(Br)s1,-35%,7%,-22%,?,i,3.6,18%,?,5.1%
O=c1oc2ccc3ccccc3c2cc1-c1nnc(-c2ccccc2)o1,36%[activator],-2%,0%,-2%,i,1.3,-6%,nt,5.2%
CCOc1ccc(N(CC(=O)Nc2cccc(F)c2)S(=O)(=O)c2c(C)noc2C)cc1,-26%,?,2%,-16%,i,-2.1,-8%,13µM*,-1.2%
CC(C)NC(=O)CSc1nc(-c2cccs2)cc(-c2ccccc2)c1C#N,16%,7%,-7%,-4%,i,1.7,0%,0%,0.2%
Cc1cc(CNCc2c(C(=O)N(C)Cc3ccccc3)nc3ccccn23)nn1C,3%,13%,-29%,9%,i,-5.1,6%,10%,-0.2%
CCN(C(=O)c1cnc(NC(C)C)cc1C(F)(F)F)c1ccc(Cl)cc1,?,-1%,0%,-2%,i,-4.2,-6%,?,-0.4%
COCCCN1C(=O)C(=O)/C(=C(/O)c2ccc(S(=O)(=O)N3CCOCC3)cc2)C1c1cccc(Cl)c1 (stereo not given),4%,-19%,0%,-7%,i,-1.9,2%,-2%,-2.4%
CC(C)C(C)NC(=O)COC(=O)c1cccc(C(=O)OCC(=O)NC(C)C(C)C)n1 (stereo not given),9%,3%,-4%,0%,i,0.5,-7%,-10%,-0.5%
O=C(CC1N=C2c3ccccc3N=C(SCc3ccc(Cl)cc3)N2C1=O)NCc1ccco1 (stereo not given),-6%,-9%,-8%,?,i,-3.1,9%,?,4.8%
COc1ccc2c(CC(=O)OCC(=O)Nc3cccc(S(N)(=O)=O)c3)coc2c1,-19%,-19%,-1%,-2%,i,-2.2,10%,1%,-0.4%
CN1CCN(S(=O)(=O)c2ccc(-c3noc(C4CCN(S(C)(=O)=O)CC4)n3)cc2)CC1,-17%,-2%,1%,2%,i,-0.7,8%,14%,-0.3%
COc1ccc(S(=O)(=O)N(C)CC(=O)NCCC2=CCCCC2)cc1OC,18%,-7%,0%,16%,i,-1.5,12%,9%,0.4%
Cc1ccsc1C(=O)N1CCCC(CO)(Cc2ccccc2)C1 (stereo not given),0%,-2%,-1%,5%,i,0.7,1%,?,1.0%
Cc1cc(N2CCN(C)CC2)nc2ccc(NC(=O)CCC(=O)NCCCOC(C)C)cc12,17%,10%,0%,2%,i,-0.1,16%,5%,-0.3%
O=C1Nc2ccccc2O/C1=C\c1ccccc1,2%,8%,-1%,-5%,i,-0.6,-2%,?,3.1%
COc1cccc2cc(C(=O)NCCc3c(C)[nH]c4ccc(F)cc34)c(=O)oc12,-1%,nt,nt,-8%,nt,nt,nt,13%,-0.4%
C=C(C)CSc1nnc(-c2cccc(S(=O)(=O)N(C)C)c2)n1-c1cc(OC)ccc1OC,-10%,8%,-3%,3%,i,0.2,2%,0%,0.1%
COc1ccc(NC(=O)C2C3C=CC4(O3)C2C(=O)N(CCCN2CCCC(C)C2)C4C(=O)NC2CCCCC2)cc1 (stereo not given),10%,9%,1%,-11%,i,-0.3,1%,1%,0.0%
COc1ccccc1C(=O)NCCC(=O)Nc1ccc(C)cn1,-17%,5%,0%,-9%,i,-9.5,15%,-3%,0.5%
Cc1nc(CC(=O)NNS(=O)(=O)c2cccc(Cl)c2Cl)cs1,-2%,4%,-7%,3%,i,-1.5,3%,-17%,0.6%
COc1cc(NC(=O)Cn2ncc3c2-c2ccccc2OC3)cc(OC)c1OC,1%,-20%,5%,-4%,i,-0.4,3%,?,4.0%
Cc1ccc(NS(=O)(=O)c2ccc(Cl)s2)nc1,1%,-1%,-3%,-3%,i,2.5,5%,-6%,0.7%
Cc1ccc(S(=O)(=O)N(C)C)cc1NC(=O)COC(=O)Cc1cccs1,-4%,-3%,3%,2%,i,1.9,-3%,-4%,0.3%
CCOC(=O)C1=C(COC(=O)C(CC)Oc2ccccc2)NC(=O)NC1C (stereo not given),16%,9%,0%,-1%,i,-1.1,4%,17%,-1.1%
Cc1ccn2c(=O)nc(SCC(=O)Nc3ccc4c(c3)OCCO4)nc2c1,-2%,14%,1%,0%,i,-0.8,1%,-3%,0.8%

The final 2 records of the part before open the next one:
Structure,TGFb SMAD3 inh,EPAC2 antag,Mm-Cpn inhibitor,A549 viability,Akt phos inh,CCT modulator,EPAC2 ag,Nrf2 inh,Nrf2 ARE act
CCOC(=O)C1=C(COC(=O)C(CC)Oc2ccccc2)NC(=O)NC1C (stereo not given),16%,9%,0%,-1%,i,-1.1,4%,17%,-1.1%
Cc1ccn2c(=O)nc(SCC(=O)Nc3ccc4c(c3)OCCO4)nc2c1,-2%,14%,1%,0%,i,-0.8,1%,-3%,0.8%
Cc1nn2c(-c3ccccc3)ccnc2c1-c1ccccc1,0%,-1%,-2%,-20%,i,-1.1,8%,29%,2.3%
O=C(CN(Cc1ccccc1)S(=O)(=O)c1ccc(Br)cc1)NCc1ccco1,-7%,-3%,2%,-3%,i,1.6,13%,?,0.5%
CCN(CC)S(=O)(=O)c1cccc(C(=O)NC(C(=O)Nc2nnc(C3CC3)s2)C(C)C)c1 (stereo not given),-7%,-19%,1%,-1%,i,0.3,10%,-1%,0.1%
O=C(COC(=O)c1cc([N+](=O)[O-])ccc1NCCO)c1ccc(Cl)cc1,-1%,-1%,0%,0%,i,1.1,3%,2%,0.1%
O=C(Cn1cnc2c(nnn2-c2ccc(F)cc2)c1=O)N1CCCC1,10%,-3%,0%,4%,i,-2.5,10%,nt,-0.5%
COc1ccc(NC(=O)C2=CCN(S(=O)(=O)c3ccccc3)CC2)cc1OC,-8%,7%,0%,-11%,i,-0.9,9%,-3%,0.0%
COc1ccc(C2CC(c3ccccc3)n3nc(NC(=O)c4cccs4)nc3N2)cc1 (stereo not given),7%,-2%,2%,-2%,i,-1.8,3%,-8%,-0.1%
CCn1c(=O)cc(SCC(=O)NCCc2cccc(C)c2)c2ccccc21,-17%,nt,nt,4%,nt,nt,nt,?,6.4%
CC(Sc1nnc(N)s1)C(=O)NCc1ccc2c(c1)OCO2 (stereo not given),?,1%,-1%,8%,i,0.5,11%,4%,0.1%
CCN(CC)S(=O)(=O)c1ccc2c(c1)c(=O)c(C(=O)N1CCN(c3cc(Cl)ccc3C)CC1)cn2C,0%,nt,nt,?,nt,nt,nt,-4%,-0.3%
Cc1ccc(NC(=O)C2CCN(S(=O)(=O)c3ccc4c(c3)NC(=O)C(C)S4)CC2)c(Cl)c1 (stereo not given),?,-16%,3%,-17%,i,-0.6,7%,23µM*,4.0%
Cc1ccc(C)c(S(=O)(=O)N2CCN(C(=O)CSC(=S)N3CCCC3)CC2)c1,0%,-12%,-3%,-4%,i,-2.3,5%,-17%,-0.5%
CCn1cc(CN2CCN(Cc3cccc(OC)c3)C(CCO)C2)c(C)n1 (stereo not given),26%,-17%[57.1 µM],3%,-3%,i,-1.1,4%,-18%,-0.3%
CCOc1ccc(S(=O)(=O)N2CCOCC2)c2ccccc12,-1%,?,0%,7%,i,-4.6,17%,-5%,0.2%
O=[N+]([O-])c1ccc(/C=N/n2c(C3CCCCC3)n[nH]c2=S)cc1,-1%,-10%[57.1 µM],?,?,i,-1.3,12%,?,-0.7%
CC(NC(=O)c1ccc(CS(=O)(=O)c2cccc(C(F)(F)F)c2)o1)c1ccc2c(c1)OCCO2 (stereo not given),0%,-3%,1%,-5%,i,-1.5,-9%,-8%,-0.1%
O=C(c1ccco1)N(Cc1cccs1)c1ccc(F)cc1,-13%,nt,nt,6%,nt,nt,nt,-11%,0.9%
CCCOC(=O)c1ccc(NC(=O)CSC2=Nc3ccccc3C3CC=NN23)cc1 (stereo not given),-1%,-2%[57.1 µM],2%,-2%,i,2.1,-2%,?,3.0%
O=C(Nc1ccn(C2CC(OC(=O)c3ccccc3)C(CO)O2)c(=O)n1)c1ccccc1 (stereo not given),4%,9%[57.1 µM],-1%,-6%,i,-3.4,-10%,10%,0.5%
CC(C)(C)c1nc(SCC(=O)Nc2nc3c(s2)CCCC3)c2ccccc2n1,7%,-16%,0%,?,i,0.1,20%,?,-1.3%
O=C(COC(=O)CNC(=O)c1ccccc1)Nc1nnc(-c2ccccc2)o1,1%,5%,1%,4%,i,0.9,-4%,8%,-0.5%
N#CC1=C(N)N(c2ccccc2C#N)C2=C(C(=O)CCC2)C1c1ccsc1 (stereo not given),-9%,6%,-1%,12%,i,0.2,-2%,4%,5.3%
Cc1cccc(NC2=NCC(=O)N2Cc2cccs2)c1,-5%,-13%,3%,2%,i,0.5,7%,0%,1.4%
Cc1ccn2c(=O)c(C(=O)O)cnc2c1,-5%,3%,-5%,-3%,i,-0.9,11%,-2%,-0.7%
O=C(O)c1ccc(NCc2ccncc2)cc1,8%,4%,1%,9%,i,2.2,4%,16%,-0.9%
C#CCOc1c(Br)cc(/C=N/O)cc1OCC,45%[activator],-7%,-2%,18%,i,2.3,4%,nt,0.1%
CN(c1ccccc1)S(=O)(=O)c1cccc(NC(=O)CN2C(=O)NC3(CCCC3)C2=O)c1,17%,-2%,1%,5%,i,-1.1,6%,0%,-0.9%
